# Source: PubChem (National Center for Advancing Translational Sciences (NCATS))
# Shiga toxin inh: Shiga toxin inhibition; Vero cells, Shiga toxin protein synthesis inhibition reporter; inhibition, % at 38.7 µM; 290,000 tested, 9.2% active; in the data active means inhibition mostly above about 28%, no sharp cut-off; inactive means mostly below about 43%; further: 0% is about no effect
# Pf growth 96h: P. falciparum growth inhibition at 96 hours; P. falciparum luciferase reporter growth, 96 h; Potency, µM (doses to about 28.7 µM), for the others: at the highest dose activity change, negative = inhibition, hits mostly inhibitors; 320,000 tested, 6.9% active; further: potency means the concentration at half of the fitted maximal effect; on the % scale 0 is the no-effect control and ±100 the full control effect
#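 Delayed-death screen, second-generation endpoint: infected erythrocytes, 2% hematocrit, 0.05% parasitemia final; 96 hours at 37 C, 5% CO2; luciferase detection reagent; luminescence decrease equals reduced growth.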
# Tb PYK inh: T. brucei pyruvate kinase inhibition; 410,000 tested, 0.12% active; TbPYK enzyme, Kinase-Glo Plus ATP luminescence, 45 min; Potency, µM (highest dose often 76.8 µM), for the others: top-dose activity, negative = inhibition, most hits filed as inhibitors; AID 624173; Q57TT1; further: potency means the concentration at half of the fitted maximal effect; on the % scale 0 is the no-effect control and ±100 the full control effect; nearly all actives have a fitted effect of over 50% in size
#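 Luminescence from Kinase-Glo Plus, added after a 45-minute room-temperature reaction, served as the end-point read-out. The enzyme and substrate were preincubated with compound before ADP (130 uM final) initiated turnover. Concentration-effect curves came from normalized qHTS data.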
# LmPK inhibitor: LmPK (Leishmania mexicana) enzyme inhibition; Q27686; purified LmPK, Kinase-Glo ATP luminescence, 1 h; Potency, µM (titrated, usually from 57.5 µM), for the others: at the highest dose activity change, negative = inhibition, hits mostly inhibitors; 290,000 tested, 0.37% active; AID 1721; further: potency means the concentration at half of the fitted maximal effect; on the % scale 0 is the no-effect control and ±100 the full control effect
# Target sequence (Q27686 whole entry, looked up): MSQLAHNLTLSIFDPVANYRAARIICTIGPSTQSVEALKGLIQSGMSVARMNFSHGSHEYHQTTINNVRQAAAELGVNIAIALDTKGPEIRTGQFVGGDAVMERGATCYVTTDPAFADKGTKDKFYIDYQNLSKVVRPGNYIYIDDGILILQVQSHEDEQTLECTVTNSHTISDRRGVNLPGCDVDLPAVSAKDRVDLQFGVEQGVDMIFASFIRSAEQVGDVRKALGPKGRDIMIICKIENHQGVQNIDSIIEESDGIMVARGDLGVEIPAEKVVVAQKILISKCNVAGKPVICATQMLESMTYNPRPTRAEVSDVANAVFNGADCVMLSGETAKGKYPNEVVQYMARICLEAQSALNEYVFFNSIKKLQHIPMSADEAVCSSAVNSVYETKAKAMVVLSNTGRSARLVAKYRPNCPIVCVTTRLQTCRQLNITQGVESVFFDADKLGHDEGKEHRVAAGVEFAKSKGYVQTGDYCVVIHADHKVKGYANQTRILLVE
#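 Purified LmPK (0.1 nM) with 0.5 mM PEP and 0.1 mM ADP in imidazole buffer pH 7.2 with MgCl2/KCl, 1 h at room temperature. ATP formed was read by luciferase luminescence and normalized to no-enzyme and uninhibited controls.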
# HCV inhibitor: blocks hepatitis C virus; Huh7.5.1 HCVcc-Cre infection, luciferase reporter, 44 h; Potency, µM (top dose mostly 41.8 µM), inactives show top-dose activity change, negative = inhibition, most hits filed as inhibitors; 340,000 tested, 3.4% active; AID 651820; further: potency means the concentration at half of the fitted maximal effect; on the % scale 0 is the no-effect control and ±100 the full control effect
#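 1,000 cells/well; 4 h culture; + compound; + HCVcc-Cre (~0.5 moi); 44 h; luciferase substrate, RT 15 min; read 15 sec.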
# Pf growth 48h: inhibits P. falciparum growth in the first generation, 48 h. P. falciparum luciferase growth in erythrocytes, 48 h. Potency, µM (doses to about 28.7 µM), without a hit: top-dose activity change, negative = inhibition, most hits filed as inhibitors. 310,000 tested, 5.9% active. AID 504832; further: potency means the concentration at half of the fitted maximal effect; on the % scale 0 is the no-effect control and ±100 the full control effect
#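 Read-out is firefly luciferase luminescence from an integrated reporter in P. falciparum, so falling signal marks reduced parasite growth. Infected erythrocytes were at 2% hematocrit and 0.1% parasitemia (final) in Albumax-supplemented RPMI 1640.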
# Cycloheximide cs: affects cycloheximide protein synthesis inhibition readout, counter-screen; cell reporter, cycloheximide protein synthesis inhibition counterscreen; 300,000 tested, 12% active; max response, %; AID 2314; in the data active means max response mostly above about 13%, no sharp cut-off; inactive means mostly below about 14%; further: read at 38.3 µM for the half of the compounds with a filed dose; 0% is about no effect
# Numbers without * were called inactive; ? = inconclusive; · = not tested or not shown; & = joins results of further samples; [ ] = remark or other dose. Unless noted, the call rests on the fitted dose curve; in most records, active means well fitted curve in the direction sought with a large enough effect; inconclusive means small, poorly fitted or top-dose-only effect, or another doubt; inactive means no such curve, though single readings can be large; an effect the other way counts as inactive or inconclusive.
SMILES,Shiga toxin inh,Pf growth 96h,Tb PYK inh,LmPK inhibitor,HCV inhibitor,Pf growth 48h,Cycloheximide cs
COc1cccc(-c2noc(Cn3nc(C(=O)O)c4ccccc4c3=O)n2)c1,65.5,34.2%[activator],-0.8%,-1.8%,-13.3%,29.3%,0.2
COc1ccc(Br)cc1CN1CCN(C(=O)c2ccc(OC)c(OC)c2)CC1,-9.9,?,-5.4%,-0.3%,18.2%,-31.4%,1.1
Cc1sc2ncnc(N3CCCC(C)C3)c2c1C (stereo unspecified),6.4,17.7%,2.9%,1.1%,?,7.9%,-5.7
CC(C(=O)O)n1nc(-c2ccccc2)c2ccccc21 (stereo unspecified),-7.7,-0.5%,1.8%,-1.3%,15.1%,2.7%,-0.9
Cc1onc(-c2ccccc2Cl)c1C(=O)O/N=C(\N)c1ccc([N+](=O)[O-])o1,6.9,14.7µM*,-2.0%,7.2%,?,3.7µM*,1.4
CC[C@@H]1C(c2ccccc2)=NN(c2ccc(Br)cc2)[C@H]1C(=O)N1CCOC1=O,9.3,·,3.3%,·,31.4%[activator],·,8.5
Cc1nn(CC(=O)NC2CCS(=O)(=O)C2)c(C)c1S(=O)(=O)N(C)C (stereo unspecified),·,26.5%,-12.9%,·,11.6%,40.7%[activator],·
c1ccc(CSc2ncccn2)cc1,6.3,4.4%,-10.5%,-7.0%,0.3%,9.8%,19.3*
COc1ccc(Cl)cc1NC(=O)Cn1cccc1,2.8,·,1.8%,2.7%,·,?,2.7
Cc1cc(Cl)cc(C)c1OCCCCCn1ccnc1,-13.1,0.0%,-9.9%,4.5%,?,?,-2.4
COc1cc(O)c(C(CC(=O)N2CCOCC2)c2ccc3c(c2)OCO3)c(OC)c1 (stereo unspecified),-2.7&-5.2,17.3%,3.3%,1.4%,11.2µM*,?,-1.4&-1.9
N#CCC(=O)N/N=C/c1cc([N+](=O)[O-])ccc1N1CCCC1,46.7*,?,7.6%,1.4%,-10.5%,?,33.1
COc1ccc(/C=C2\Cc3ccccc3C2=O)cc1OC,75.0*,-31.4%,4.2%,-1.0%,-14.9%,6.2%,27.7*
CC(=O)c1cccc(NC(=O)CN2CCN(Cc3ccccc3)CC2)c1,-5.1,?,28.7%,-1.6%,1.3%,-20.7%,-4.2
CCOC(=O)C1CCN(C(=O)Cn2cnc3sc(C)c(S(=O)(=O)N4CCC(C)CC4)c3c2=O)CC1,7.9,10.7%,1.0%,5.5%,-7.5%,4.15µM*,-1.3
O=C(O)Cn1c(P(=O)(O)c2ccccc2)nc2ccccc21,-11.2,·,5.9%,6.1%,?,4.5%,-6.9
Clc1ccc2[nH]c3c(NCCCN4CCOCC4)ncnc3c2c1,21.2,212.4%[activator],-5.8%,0.7%,?,0.415µM*,23.1
Cc1ccc(C(=O)COC(=O)c2ccc3c(c2)C(=O)N(c2cccc4ncccc24)C3=O)cc1C,-14.6,-0.2%,-0.9%,9.0%,10.8%,15.3%,-4.0
O=C(Nc1ccccc1F)c1oc2ccccc2c1NC(=O)C1CC1,12.2,58.0%[activator],6.2%,2.4%,-17.8%,34.0%[activator],6.3
CCOC(=O)CNc1ncc(C(F)(F)F)cc1Cl,5.6,48.2%[activator],1.4%,-0.4%,10.7%,7.6%,5.0
CCCOc1ccc(CSC2=NCCN2)cc1[N+](=O)[O-],-3.2,?,2.0%,1.2%,3.3%,14.7µM*,-3.4
COc1ccc(CNC(=O)C/C(C)=N/NC(=O)c2ccc([N+](=O)[O-])cc2Cl)cc1,29.1,-25.2%,2.4%,-8.0%,7.9%,7.7%,3.4
COC1=C/C(=C/c2c(O)c(C#N)c3ccccn23)C=CC1=O,72.9*,162.3%[activator],?,?,28.3%,143.1%[activator],56.0*
CCN(CC(=O)Nc1ccc(NC(C)=O)cc1)C(=O)COc1ccccc1-c1ccccc1,·,?,-1.5%,·,-20.3%,?,·
O=C(COc1ccc(F)cc1)c1c(O)cc(O)cc1O,118.7*,?,-4.9%,-5.0%,18.7%,-22.8%,48.1*
O=S(=O)(Cc1ccccc1)Nn1cnnc1,5.9,20.2%,0.5%,-8.7%,?,15.2%,-1.7
O=C(CN1CCC(NC(=O)c2ccco2)CC1)Nc1ccccc1C(F)(F)F,-5.2,?,13.1%,-1.3%,?,-20.8%,1.1
O=C(Nc1ccc(S(=O)(=O)N2CCOCC2)cc1)C1CCN(S(=O)(=O)c2ccc(F)cc2)CC1,·,?,3.7%,·,?,?,·
CC(/C=C/c1ccccc1)=N\NC(=O)CCc1ccccc1,16.5,32.2%[activator],-2.8%,8.4%,?,?,7.1
S=c1[nH]nc(-c2ccco2)n1C1CCCCC1,10.5,-11.2%,?,25.1µM*,7.4%,10.6%,-2.3

# Entries of single compounds, quoted from the list. Order of values: Shiga toxin inh | Pf growth 96h | Tb PYK inh | LmPK inhibitor | HCV inhibitor | Pf growth 48h | Cycloheximide cs
# COC1=C/C(=C/c2c(O)c(C#N)c3ccccn23)C=CC1=O is listed as 72.9* | 162.3%[activator] | ? | ? | 28.3% | 143.1%[activator] | 56.0*
# O=C(Nc1ccc(S(=O)(=O)N2CCOCC2)cc1)C1CCN(S(=O)(=O)c2ccc(F)cc2)CC1 is listed as · | ? | 3.7% | · | ? | ? | ·
# O=C(O)Cn1c(P(=O)(O)c2ccccc2)nc2ccccc21 is listed as -11.2 | · | 5.9% | 6.1% | ? | 4.5% | -6.9

# Next part.
SMILES,Shiga toxin inh,Pf growth 96h,Tb PYK inh,LmPK inhibitor,HCV inhibitor,Pf growth 48h,Cycloheximide cs
CCCCn1c(N)c(N(CC)C(=O)c2ccccc2C(F)(F)F)c(=O)[nH]c1=O,3.4,14.2%,-1.8%,-0.3%,13.0%,-1.1%,-3.2
CCOC(=O)c1ccc2c(c1)nc(SCc1cn3ccsc3n1)n2CC,1.3,?,2.0%,8.9%,?,?,2.4
O=C(O)COCC(=O)NC1CCN(Cc2ccccc2)CC1,-5.1,-4.6%,3.9%,-12.6%,4.0%,3.5%,-1.1
CCC1CCCCN1CCCNC(=O)C1CC(=O)N(CCc2ccccc2)C1 (stereo unspecified),-9.3,?,-2.9%,-8.0%,8.9%,-12.2%,-0.1
CN1C(=O)/C(=C/c2cccc(Cl)c2)Sc2ccc(C(=O)N3CCOCC3)cc21,-8.4,?,2.3%,5.0%,11.2µM*,?,-1.2
CN(C(=O)CN(c1ccccc1)S(=O)(=O)c1ccc(F)cc1)C1CCS(=O)(=O)C1 (stereo unspecified),-10.7,33.0%,-3.2%,4.2%,8.8%,3.9%,0.6
CCOC(=O)c1c(CN2CCN(CCO)CC2)n(-c2ccccc2)c2cc(Br)c(O)cc12,-21.5,1.65µM*,-8.8%,2.2%,?,2.08µM*,-3.5
N[C@@H]1C[C@H]1c1ccccc1,·,10.5%,-18.1%,·,9.9%,-11.3%,·
CC(C)(C)[C@H]1C=C(C(N)=O)O[C@@H](OCCCCO)C1,1.9,-16.0%,14.4%,1.6%,3.5%,-5.0%,-2.7
COc1ccc(CNC(=O)c2c(C)oc3c2C(=O)c2ccccc2C3=O)cc1,-10.1,3.29µM*,1.8%,2.6%,3.6%[8.37 µM],?,-1.1
COc1cccc(CNC(=O)c2cccnc2Sc2ccc(Cl)cc2)c1,-40.4,-1.0%,-2.2%,-4.7%,-11.8%,-4.1%,0.9
O=C1CC(c2ccc(Cl)cc2)CC(O)=C1C=NCCO (stereo unspecified),-1.0,61.9%[activator],-0.9%,-1.8%,-5.1%,19.4%,-1.4
COc1ccc(NC(=O)/C=C/c2c(Cl)nc3ccccn23)cc1,-2.2,-18.6%,0.8%,-7.2%,?,0.8%,20.0*
Cc1cc(NC(=O)c2ccc3c(c2)C(=O)N(C2CCCCC2)C3=O)no1,30.6,-12.6%,-3.7%,-1.6%,4.2%,15.4%,1.1
COc1ccc(NC(=O)CO/N=C/C(=O)Nc2ccccc2C)c([N+](=O)[O-])c1,·,48.3%,1.9%,·,?,-7.1%,·
C/C(CC(=O)NCc1ccco1)=N\NC(=O)c1ccc(Cl)cc1Cl,17.8,?,1.5%,-6.6%,-13.5%,20.9%,-1.2
COCCCNCCCCOc1cccc(Br)c1,-5.2,?,5.3%,-3.6%,?,1.7%,-5.7
CCC(C)NC(=O)c1cc2c(=O)n3ccccc3nc2s1 (stereo unspecified),31.8*,?,-9.8%,0.3%,?,39.6%[activator],34.9*
COc1ccc(C(=O)O/N=C(\N)Cc2ccc(Cl)cc2)cc1OC,22.6,10.4µM*,-7.0%,1.6%,31.6µM*,7.38µM*,9.7
O=C(COc1ccccc1)Nc1nnc(-c2ccc3c(c2)CCCC3)o1,51.3,67.4%[activator],4.6%,-3.6%,11.0%,40.5%[activator],14.7
Cc1ccccc1NC(=O)C1CCCN(S(=O)(=O)c2cnc[nH]2)C1 (stereo unspecified),-5.3,64.0%[activator],-4.9%,-3.0%,-10.7%,1.5%,-1.5
C/C(=N\Nc1ccccn1)c1ccc(OC(F)F)cc1,38.3*,57.5%[activator],-3.5%,1.2%,8.91µM*,5.4%,18.5
COc1ccc2c(c1)C(=O)C(=O)N2CC1COc2ccccc2O1 (stereo unspecified),15.7,-17.4%,3.3%,-0.8%,-27.4%,?,3.7
CCOC(=O)N1CCC(Nc2c(-c3ccccc3)c(=O)c2=O)CC1,-12.4,?,5.5%,-2.4%,-6.4%,·,-3.3
O=C(NCCc1ccccc1)C(=O)Nc1ccc([N+](=O)[O-])cc1,36.6,-28.5%,1.2%,-1.7%,-3.3%,25.0%,-1.5
Cc1cccc(N2C(=O)CC(Sc3nc(C)cc(C)n3)C2=O)c1 (stereo unspecified),-13.3,?,-7.4%,-2.0%,18.5%,·,-7.5
O=C(NNS(=O)(=O)c1ccc(F)cc1)c1cnccn1,-2.0,39.8%[activator],-0.1%,1.2%,13.0%,5.3%,-1.0
COCCN1C(=O)N[C@@H](c2ccccc2)C(C(=O)OC)=C1C,-6.2,-11.4%,-4.5%,3.5%,?,9.3%,-2.1
C/C(N)=C(/C#N)C(=O)CSc1cc(Cl)ccc1Cl,4.8,2.4%,-10.2%,-1.7%,13.8%,16.7%,-1.4
CCNc1c(C(=O)O)ccc2c1C(=O)c1ccccc1C2=O,15.3,71.0%[activator],-13.4%,?,9.5%,10.2%,-3.4
COCCNC(=O)CSCc1nc(-c2ccc(SC)cc2)oc1C,33.8,7.3%,5.1%,-4.3%,-22.7%,15.1%,2.3
COc1cccc(C(=O)NCCS(=O)(=O)N2CCc3ccccc3C2)c1,·,16.5%,-2.3%,·,2.6%,-3.6%,·
O=C(COC(=O)c1ccccc1)Nc1ccc(Cl)cc1C(=O)c1ccccc1,-1.5,65.8%[activator],10.6%,1.5%,-0.8%,12.9%,-2.6
O=C(O)c1ccccc1C(=O)NCCc1ccc(Cl)cc1,12.3,?,-0.2%,1.8%,10.0%,27.0%,13.5
COc1cc([N+](=O)[O-])ccc1NC(=O)C[n+]1ccccc1,-9.2,54.5%[activator],1.7%,-0.8%,12.4%,-3.3%,-2.5

# Only Pf growth 96h, for some of the entries so far:
Molecule	Pf growth 96h
O=C(COC(=O)c1ccccc1)Nc1ccc(Cl)cc1C(=O)c1ccccc1	65.8%[activator]
COCCNC(=O)CSCc1nc(-c2ccc(SC)cc2)oc1C	7.3%
